Screening data from PubChem BioAssay.
PriA SSB inh – inhibitors of Klebsiella pneumoniae PriA binding to SSB C-terminal tail, primary screen, biochemical, AlphaScreen | PriA–SSB C-terminal tail interaction (Klebsiella pneumoniae) | AlphaScreen SSBct-PriA binding, biotinylated peptide | inhibition, % at 33 µM | actives 0.6% (n = 430,000); in the data active means inhibition mostly above about 37%, no sharp cut-off; inactive means mostly below about 20%;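 further: plate controls were negative control peptide for no effect and reference peptide for full effect; strong numbers were not always called active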
BioA inh – M. tuberculosis BioA enzyme inhibitors, primary screen, biochemical, plate reader, single point, HTS. 7,8-diaminopelargonic acid synthase BioA (Mycobacterium tuberculosis). purified M. tuberculosis BioA enzyme. inhibition, % at 9.99 µM. actives 0.096% (n = 360,000). AID 602481, 2012; in the data active means inhibition above about 40%
DUSP3 inh – VHR1 phosphatase inhibitors, primary screen, biochemical, absorbance, uHTS. Dual specificity protein phosphatase 3 (Homo sapiens), P51452. recombinant VHR phosphatase, pNPP absorbance. inhibition, % at 13.3 µM. actives 0.52% (n = 290,000). AID 1654, 2009; in the data active means inhibition above about 50%; further: some compounds called inactive have numbers as strong as hits
Target sequence (P51452 whole entry, looked up): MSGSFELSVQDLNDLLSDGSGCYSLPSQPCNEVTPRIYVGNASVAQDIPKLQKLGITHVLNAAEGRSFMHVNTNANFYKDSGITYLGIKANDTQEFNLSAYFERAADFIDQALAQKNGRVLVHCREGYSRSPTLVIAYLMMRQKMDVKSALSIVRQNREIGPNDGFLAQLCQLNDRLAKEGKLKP
Mtb FBA inh – Mtb FBA enzyme inhibitors, primary screen, biochemical, fluorescence, strain H37Rv; purified M. tuberculosis FBA, fluorescence read-out; inhibition, % at 1 µM; actives 2.3% (n = 360,000); AID 588726, 2011; in the data active means inhibition above about 27%;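 further: 0% = vehicle and 100% = reference inhibitor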
Target sequence (P9WQA3 whole entry, looked up): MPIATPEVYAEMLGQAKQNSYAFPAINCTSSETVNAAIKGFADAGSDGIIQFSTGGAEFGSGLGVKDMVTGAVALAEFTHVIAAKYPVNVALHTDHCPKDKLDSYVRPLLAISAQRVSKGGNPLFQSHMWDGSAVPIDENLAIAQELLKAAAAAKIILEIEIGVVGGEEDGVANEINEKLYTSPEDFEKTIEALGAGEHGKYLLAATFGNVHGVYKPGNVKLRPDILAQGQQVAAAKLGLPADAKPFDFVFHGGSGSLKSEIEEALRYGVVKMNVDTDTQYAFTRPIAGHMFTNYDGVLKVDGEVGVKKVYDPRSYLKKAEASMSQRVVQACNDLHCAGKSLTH
Rv3671c protease – Rv3671c serine protease inhibitors, primary screen, biochemical, fluorescence polarization, M. tuberculosis H37Rv | P9WHR9 | inhibition, % at 5.96 µM | actives 0.048% (n = 320,000); in the data active means inhibition above about 38%;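 further: extracellular domain of Rv3671c used as enzyme; 0% = enzyme with DMSO and 100% = no enzyme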
UGM FP inh – M. tuberculosis UGM enzyme inhibitors, primary screen, biochemical, fluorescence polarization, single point. actives 0.06% (n = 320,000). UDP-galactopyranose mutase (Mycobacterium tuberculosis (strain ATCC 25618 / H37Rv)), …. purified UGM, fluorescence polarization probe displacement. AID 504406, 2011. inhibition, % at 10 µM; in the data active means inhibition above about 10%, passing the limit was not always enough
Target sequence (P9WIQ1 whole entry, looked up): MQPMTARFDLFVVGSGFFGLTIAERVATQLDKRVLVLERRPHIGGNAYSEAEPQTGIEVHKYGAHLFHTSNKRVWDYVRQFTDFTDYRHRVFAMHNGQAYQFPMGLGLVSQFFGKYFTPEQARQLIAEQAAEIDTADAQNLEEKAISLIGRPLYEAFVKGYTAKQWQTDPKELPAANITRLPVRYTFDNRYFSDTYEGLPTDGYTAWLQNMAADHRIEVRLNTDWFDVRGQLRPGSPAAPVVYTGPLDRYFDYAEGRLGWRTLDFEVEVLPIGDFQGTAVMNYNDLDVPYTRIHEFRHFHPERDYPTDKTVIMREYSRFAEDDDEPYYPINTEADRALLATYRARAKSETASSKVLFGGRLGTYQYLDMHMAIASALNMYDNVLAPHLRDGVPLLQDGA
MazEF act – activators of E. coli MazEF toxin-antitoxin RNase, primary screen, biochemical, fluorescence, uHTS | Endoribonuclease toxin MazF (Escherichia coli (strain K12)), P0AE70 | FAM/BHQ RNA-DNA oligo cleavage fluorescence, 5 h | activation, % at 20 µM | actives 0.32% (n = 350,000) | AID 504720, 2011; in the data active means activation above about 50%
Target sequence (P0AE70 whole entry, looked up): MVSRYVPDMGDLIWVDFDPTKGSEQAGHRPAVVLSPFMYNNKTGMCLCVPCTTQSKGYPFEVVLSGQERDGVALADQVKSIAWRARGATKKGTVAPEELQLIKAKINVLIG
3CLpro inhibitor – SARS-CoV 3CLpro protease inhibitors, primary screen, biochemical, quenched FRET; recombinant SARS-CoV 3CLpro, quenched FRET peptide cleavage; inhibition, % at 6 µM; actives 0.14% (n = 290,000); in the data active means inhibition above about 12%
BH1578 lux ind – inducers of Vibrio cholerae quorum light production without autoinducers, primary screen, BH1578 luxS cqsA deficient, single point. actives 0.16% (n = 350,000). activation, % at 18.7 µM. V. cholerae BH1578 lux reporter, luminescence, 6 h; in the data active means activation mostly above about 9.7%, no sharp cut-off; further: not every result past the cut was called active; inactives centre near 0; reference of the scale not given here
GDH-TPI inh – GDH-TPI coupling enzyme inhibitors, primary screen, artefact control for M. tuberculosis FBA inhibitor project, biochemical, absorbance, full deck; GDH-TPI coupled enzyme counterscreen, NADH absorbance; inhibition, % at 4.8 µM; actives 1.2% (n = 360,000); in the data active means inhibition above about 30%;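 further: 0% = DMSO wells and 100% = wells lacking the enzyme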
* marks the source's active call; other numbers are inactive results; i = inactive; nt = not tested or not shown; & = joins results of further samples. A portion of the library; rates above refer to the full screens.

SMILES	PriA SSB inh	BioA inh	DUSP3 inh	Mtb FBA inh	Rv3671c protease	UGM FP inh	MazEF act	3CLpro inhibitor	BH1578 lux ind	GDH-TPI inh
CCOC(=O)N1CCN(C(=O)C2CCN(C(=O)c3cc4sccc4n3CC)CC2)CC1	-4	0.1	12	1	6	1.6	11	6	i	8
COc1ccccc1CNc1nc2cc(-c3ccc(OC)c(OC)c3)sc2c(=O)n1C	nt	-0.3	nt	21	nt	nt	nt	nt	-0.7	22
CCCCNc1c(-c2cccc(Sc3ccc(OC)cc3)c2)nc2ccccn12	23	-0.4	nt	40*	-1	2.4	1	nt	-0.4	14
CCCc1ccc(C(C)NC(=S)NC2CCCCC2)cc1 (centres undefined)	-33	0.6	14	4	nt	-3.0	-5	-3	7.7	8
CC1(C)C(=O)Nc2ccccc2N1C(=O)COC(=O)c1cc([N+](=O)[O-])ccc1N	19	nt	17	-5	-6	0.7	-1	-4	nt	16
Cc1ccc2c(CSc3nnc(N)s3)cc(=O)oc2c1	-10	0.3	0	0	-5	0.3	4	-8	nt	19
N#CCCN(C(=O)COC(=O)CCNS(=O)(=O)c1ccccc1)c1ccccc1	-1	0.1	nt	4	-2	-0.3	-2	nt	i	1
CC1CCC(C(C)C)C(OC(=O)Cn2c(-c3ccccc3)[n+](C)c3ccccc32)C1 (centres undefined)	5	1.6&2.1	2&28	0&3	-8&7	-1.1	31&32	-3&4	-0.3&-0.3	5&4
Cn1c(CCNC(=O)c2ccc(Cl)c(Cl)c2)nnc1SCc1ccc(Cl)c(Cl)c1	-15	-0.6	-11	1	-8	2.2	26	-7	i	-3
Cc1cc(C)c(C(=O)OCC(=O)NCc2cccs2)c(C)c1	-7	nt	10	-4	-17	-1.5	5	4	-1.2	-8
Cc1cc[n+](CC[n+]2ccc(C)cc2)cc1	5	-1.5	nt	0	-8	0.6	0	nt	i	-3
COC(=O)C1CC(c2c(OC)cc(OC)cc2OC)=NO1 (centres undefined)	-12	-0.3	13	1	-9	-0.5	-1	0	i	-3
CCN(CC)CCn1c2c(c(SCC(=O)Nc3nccs3)nc1=O)CCCC2	-9	nt	nt	0	11	1.6	-15	nt	-1.8	5
CC(=O)Nc1ccc(C(F)(F)F)cc1Cl	-7	-0.1	27	0	-4	-2.4	6	0	-0.6	-6
O=c1ccc(S(=O)(=O)N2CCCC2)cn1Cc1nc(-c2ccccc2)no1	-6	0.7	nt	1	3	nt	-4	nt	i	3
CCC(=O)N1CCc2cc(S(=O)(=O)NC(C(=O)NCc3ccc(C)cc3)C(C)C)ccc21 (centres undefined)	-13	-2.2	25	7	-3	5.4	2	1	10	4
Cc1cccc(OCC(=O)NNS(=O)(=O)c2ccccc2F)c1	-2	-1.3	31	-3	-4	-0.1	9	-5	-3.1	-5
Cc1c(C(=O)N2CCCC2)c(S(=O)(=O)NCCc2ccccc2)c(C)n1C	-1	-1.7	13	2	6	0.3	11	1	-0.3	4
COc1ccc(/C=N\N=C(N)N)cc1	nt	nt	-3	-1	-6	1.8	7	-2	-1.2	7
CCN(c1ccccc1)S(=O)(=O)c1nnc(NC(=O)C(C)C)s1	-9	-2.4	-2	5	-1	-1.5	-4	2	i	3
O=C1c2ccccc2C(=O)N1Cc1cc(Cl)c(O)c([N+](=O)[O-])c1	-1	-0.7	-8	-1	3	-2.4	-3	3	i	-6
O=C(NNC(=O)c1ccccc1O)c1ccc(Cl)c(S(=O)(=O)N2CCc3ccccc32)c1	14	nt	nt	2	-6	0.5	0	nt	-2.0	17
CCCc1nc2c(sc3nc4c(cc32)COC(C)(C)C4)c(=O)o1	-9	nt	30	0	-7	1.4	7	0	2.0	-7
O=C(CC1(O)C(=O)Nc2ccccc21)c1ccc2c(c1)OCO2 (centres undefined)	4	0.4	-6	2	9	2.9	-5	9	-10	16
OCC1CCCN(C(=S)NCCc2ccccc2)C1 (centres undefined)	-3	-0.4	11	3	5	-0.7	-1	1	i	-6
COc1ccc(N2Cc3cccc(C(=O)O)c3C2=O)cc1	-1	-0.7	29	1	0	1.9	7	-2	1.5	16
CN(C)CCNC(=O)c1ccc(Cl)s1	-1	nt	20	0	-2	-0.1	7	4	-0.2	0
COc1c(C)cc(Br)cc1C(=O)Nc1ccccc1C	-7	nt	27	1	-3	-2.3	-326	0	i	1
CC1(c2ccc(Cl)cc2)NC(=O)N(CC(=O)N2CCc3ccccc32)C1=O (centres undefined)	-8	0.6	nt	2	7	0.7	1	nt	i	-6
C=CCn1c(CNS(=O)(=O)c2ccc(Cl)cc2)n[nH]c1=S	0	-1.2	-4	0	9	-0.3	2	-2	i	6

Only Rv3671c protease (6 entries from above):
| SMILES | Rv3671c protease |
| --- | --- |
| C=CCn1c(CNS(=O)(=O)c2ccc(Cl)cc2)n[nH]c1=S | 9 |
| CC1(c2ccc(Cl)cc2)NC(=O)N(CC(=O)N2CCc3ccccc32)C1=O (centres undefined) | 7 |
| Cc1cccc(OCC(=O)NNS(=O)(=O)c2ccccc2F)c1 | -4 |
| O=C(NNC(=O)c1ccccc1O)c1ccc(Cl)c(S(=O)(=O)N2CCc3ccccc32)c1 | -6 |
| OCC1CCCN(C(=S)NCCc2ccccc2)C1 (centres undefined) | 5 |
| CCN(c1ccccc1)S(=O)(=O)c1nnc(NC(=O)C(C)C)s1 | -1 |

Other entries:
SMILES	PriA SSB inh	BioA inh	DUSP3 inh	Mtb FBA inh	Rv3671c protease	UGM FP inh	MazEF act	3CLpro inhibitor	BH1578 lux ind	GDH-TPI inh
CCNC(=S)N1CCN(S(=O)(=O)c2ccc(Cl)s2)CC1	-3	-0.2	nt	2	2	-2.1	-2	nt	5.6	9
CC(=O)N1CCN(Cc2nc3cc(NC(=O)c4ccccc4Cl)ccc3n2C)CC1	-10	nt	23	2	10	-1.4	8	2	i	-1
O=C(CCNC(=O)c1ccc([N+](=O)[O-])cc1)Nc1cc(Cl)ccc1N1CCOCC1	-10	0.4	nt	-1	6	0.4	5	nt	2.1	1
Cc1noc(C)c1S(=O)(=O)N(C)C[C@H]1Oc2c(NC(=O)NC(C)C)cccc2C(=O)N([C@H](C)CO)C[C@@H]1C	-8	5.4	nt	-1	-2	4.9	3	nt	1.3	-6
O=C(OCc1cccc([N+](=O)[O-])c1)c1cnccn1	2	nt	22	-10	5	0.1	6	-2	i	-11
C[C@@H]([C@@H](O)c1ccccc1)N(C)C(=O)C(N)Cc1ccccc1 (some centres undefined)	-14	-6.3	24	3	-13	0.2	0	-5	i	17
O=C(NCc1ccc(Cl)cc1)C1CCCN(S(=O)(=O)c2cnc[nH]2)C1 (centres undefined)	-3	1.7	-24	0	1	-1.4	3	0	-0.1	-2
Cc1ncoc1C(=O)N1CCc2c([nH]c3ccccc23)C1C(C)(C)C (centres undefined)	14	nt	-4	1	-3	1.7	10	3	-1.1	-2
Cc1ccc(OCC(=O)N2CCc3ccccc3C2)c(C)c1	-14	0.7	36	3	-5	1.6	-4	5	i	8
O=C1Nc2ccccc2C1Cc1ccccn1 (centres undefined)	-1	nt	5	-1	8	-2.2	7	0	i	1
O=S(=O)(NCc1ccccc1)c1ccc(Cl)c(S(=O)(=O)NCc2ccccc2)c1	-6	1.8	42	-1	-6	-0.9	-1	4	nt	-5
CCOc1ccc(CN2C(=O)c3ccccc3C2=O)cc1C(=O)N1CCC(C(N)=O)CC1	-19	-1.6	9	6	-1	4.6	5	4	i	10
COC(=O)/C=c1/sc2nc3ccccc3n2c1=O	nt	-1.2	34	0	2	-2.6	-2	-3	-2.0	4
COc1cccc(Oc2ncnc(N)c2[N+](=O)[O-])c1	-4	nt	-14	1	0	2.4	-5	-2	-0.5	5
COc1ccc(-c2coc3cc(O[C@@H]4O[C@H](CO)[C@@H](O)[C@H](O)[C@H]4O)ccc3c2=O)cc1	-1	-0.5	nt	0	6	0.4	2	nt	0.8	7
Cc1cc(=O)oc2cc(OCC(=O)N/N=C/c3ccccc3[N+](=O)[O-])ccc12	nt	-1.0	30	5	-1	0.1	8	4	i	13
CCc1ccc2c(c1)NC(=O)C2(C)Cc1ccccc1OC (centres undefined)	nt	2.0	nt	1	nt	nt	nt	nt	-0.5	11
CCN(CC(=O)NCc1cccs1)C(=O)c1cc(=O)[nH]c2ccccc12	-5	0.0	nt	3	-1	2.1	1	nt	-1.4	4
Cc1c(CC(=O)N[C@H](C(=O)O)C(C)C)c(=O)oc2cc3c(cc12)CCC(C)(C)O3	-7	-2.5	-5	153*	nt	0.1	1	-3	i	23
O=C(Nc1ccccc1)c1ccc(-c2ccc([N+](=O)[O-])cc2)o1	0	nt	-10	1	-21	-0.1	12	0	-0.1	23
CCOC(=O)c1c(N2C(=O)C=CC2=O)sc(C)c1C	-8	0.2	-18	-2	-3	-0.7	-1	3	i	4
O=C(Nc1nnc(-c2ccc(Cl)cc2)o1)c1nc2ccccc2s1	-9	-0.8	-6	3	7	2.9	-14	7	-0.3	15
O=C(c1cc2nc(-c3ccco3)cc(C(F)(F)F)n2n1)N1CCc2ccccc2C1	0	nt	30	7	-6	nt	-27	-2	-5.3	15
CCC(Sc1nc2ccccc2s1)C(=O)Nc1nnc(C)s1 (centres undefined)	5	7.6	19	-3	1	1.6	-6	1	-14	-12
C/C(=N/O)c1cccc(N2Cc3ccccc3C2)c1	nt	0.3	nt	0	-3	-2.2	7	-1	-1.6	-9
Cc1cc(OCc2cc(C(=O)NC3CCC3)no2)cc(C)c1Cl	-7	0.1	-2	46*	5	-3.5	5	5	-0.2	3
N#Cc1c(-c2cccs2)nc(SCc2ccc(Cl)cc2)[nH]c1=O	-14	nt	30	4	nt	nt	-18	6	-0.7	3
Cc1cccc(S(=O)(=O)Nc2ccc(-c3cn4ccccc4n3)cc2)c1	8	1.8	8	12	-2	0.3	0	0	-0.1	13
Fc1ccc(Nc2nnc(-c3ccncc3)s2)cc1Cl	nt	-0.1	nt	2	nt	nt	nt	nt	-0.4	20
CN(Cc1ccccc1)C(=O)c1nn2cccnc2c1Cl	-21	0.7	-6	-1	4	-0.5	3	0	-0.6	7
CC(=O)c1cccc(NC(=O)C(C)OC(=O)Cc2c[nH]c3ccccc23)c1 (centres undefined)	-14	3.0	nt	-6	2	-1.7	-1	nt	i	-7
Cc1cc(C)c(C)c(OCCn2ccnc2)c1	1	-0.6	-8	1	-6	-1.3	2	1	-0.3	0
COc1ccc(Nc2oc(COc3ccccc3F)nc2C#N)cc1	21	-1.7	29	-2	-2	0.9	2	5	-0.2	-2
Cc1ccc(OCc2nc(-c3ccccc3)no2)c(C)c1	-96	nt	32	-1	-4	3.7	-18	-3	-1.1	0
N/N=C(\c1ccccc1)c1cc(Cl)ccc1N	nt	0.9	-4	-2	4	0.7	16	-5	0.0	1
O=C(CCC(=O)OCC(=O)c1ccc([N+](=O)[O-])cc1)Nc1ccccc1Cl	-2	-0.2	-7	0	7	2.6	4	1	i	8

Nothing new here: two of the compounds above.
SMILES	PriA SSB inh	BioA inh	DUSP3 inh	Mtb FBA inh	Rv3671c protease	UGM FP inh	MazEF act	3CLpro inhibitor	BH1578 lux ind	GDH-TPI inh
CCOC(=O)N1CCN(C(=O)C2CCN(C(=O)c3cc4sccc4n3CC)CC2)CC1	-4	0.1	12	1	6	1.6	11	6	i	8
COc1ccccc1CNc1nc2cc(-c3ccc(OC)c(OC)c3)sc2c(=O)n1C	nt	-0.3	nt	21	nt	nt	nt	nt	-0.7	22
